Compound activity: PubChem, National Center for Advancing Translational Sciences (NCATS)
CBFb-RUNX1 inh = inhibitors of human CBF-beta and RUNX1 interaction; 230,000 tested, under 10 active; AlphaScreen CBFb-His/RUNX1-biotin binding, biochemical; Potency, µM (doses to about 59.8 µM), for the others: at the highest dose activity, negative = inhibition, hits mostly inhibitors; AID 1477; note: % of control where 0% means no effect
Target sequence (Q01196 whole entry, looked up): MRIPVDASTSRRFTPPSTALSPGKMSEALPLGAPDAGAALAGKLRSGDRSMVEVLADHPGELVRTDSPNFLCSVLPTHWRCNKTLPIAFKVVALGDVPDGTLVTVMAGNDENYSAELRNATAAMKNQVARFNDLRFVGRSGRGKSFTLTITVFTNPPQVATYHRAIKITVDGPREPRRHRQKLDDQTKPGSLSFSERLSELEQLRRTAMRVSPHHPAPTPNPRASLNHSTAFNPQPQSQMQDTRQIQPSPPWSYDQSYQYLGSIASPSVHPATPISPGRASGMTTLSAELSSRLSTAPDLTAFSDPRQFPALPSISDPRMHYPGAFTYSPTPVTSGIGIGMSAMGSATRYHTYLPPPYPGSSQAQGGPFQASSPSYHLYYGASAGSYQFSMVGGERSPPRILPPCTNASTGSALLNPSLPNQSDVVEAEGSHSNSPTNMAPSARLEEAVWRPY
Target sequence (Q13951 whole entry, looked up): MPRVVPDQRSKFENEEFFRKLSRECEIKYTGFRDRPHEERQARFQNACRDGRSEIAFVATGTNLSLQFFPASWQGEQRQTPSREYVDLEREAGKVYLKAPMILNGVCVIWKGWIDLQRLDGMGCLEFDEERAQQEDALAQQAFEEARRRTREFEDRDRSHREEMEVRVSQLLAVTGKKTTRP
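Inhibition was taken as any reduction in AlphaScreen signal from the CBF-beta–RUNX1 pair (His and biotin tags, 30 nM each), measured after compound (15 min) and bead (90 min) incubations at room temperature.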
SMN2 splice enh = increases expression of the SMN2 splice variant | Potency, µM (doses to about 46.1 µM), for the others: at the highest dose activity change, positive = activation, most hits filed as activators | AID 1458 | 2.8% of 210,000 active | HEK293 SMN2-luciferase splicing reporter, luminescence, 30-36 h; note: potency is the fitted concentration of half-maximal effect; % of control where 0% means no effect; nearly all actives have a fitted effect of over 55% in size
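qHTS luciferase splicing reporter: luminescence rises when SMN2 exon 7 is included in transfected HEK293 cells. Compound exposure lasted 30-36 h at 37C, with 4.5 mM final sodium butyrate as control, followed by a ONE-Glo read.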
IMPase Li inh = cell-permeable IMPase inhibitors with lithium potentiation. CHO-M1 cells, IP1 TR-FRET (IP-One), carbachol + lithium. Potency, µM (titrated, usually from 59.4 µM), for inactives: at the highest dose activity, negative = IMPase inhibition, usual class: inhibitors. 0.35% of 210,000 active. AID 1457;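 note: IP1 builds up when IMPase is blocked and the TR-FRET signal falls; potency is the fitted concentration of half-maximal effect; plate controls were basal vehicle for no effect and high inhibitor control for full effect; nearly all actives have a fitted effect of over 50% in size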
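Test compounds were applied to CHO-M1 cells previously cultured for 16–30 h at 2000 per well. A small lithium amount accompanied them; after 30 min at 37C, IP1 was quantified by TR-FRET.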
Lamin A splicing = changes lamin A minigene splicing in HeLa cells | 0.01% of 200,000 active | HeLa LMNA splicing GFP/RFP minigene ratio, 48 h | Potency, µM (highest dose often 46.1 µM), without a hit: at the top dose ratio change, negative = inhibition, usual class: inhibitors | AID 1487; active = well fitted inhibition curve with a large enough effect in the signal ratio, with a control signal flat, not every such curve was filed as active; inconclusive = small, poorly fitted or top-dose-only effect, or effect the other way, or a change in a side signal; the % refers to the signal ratio; note: potency is the fitted concentration of half-maximal effect; % is set by controls: 0 for no effect and ±100 for the full control effect
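Read-out is the ratio of GFP to DsRed2 object intensity, acquired by 488 nm laser-scanning cytometry on HeLa lamin A-EGFP minigene reporter cells. Compound incubation 48 hrs at 37 °C in Opti-MEM with 2% FBS; DMSO 0.5% final.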
KinaseGlo FLuc = blocks Kinase-Glo luciferase, a counter-screen artifact. 0.28% of 200,000 active. Kinase-Glo luciferase, ATP luminescence, 8 min. Q27757. AID 1379. Potency, µM (top dose mostly 38.3 µM), for the others: at the top dose activity change, negative = inhibition, hits mostly inhibitors; note: potency is the fitted concentration of half-maximal effect; % is set by controls: 0 for no effect and ±100 for the full control effect; nearly all actives have a fitted effect of over 60% in size
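Compound is pinned into ATP-containing buffer (10 uM ATP, imidazole pH 7.2, 7 mM MgCl2). Kinase-Glo luciferase reagent is then added. Light output is recorded following an 8-min room-temperature incubation.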
HTT ATP protect = Huntington cell model cytoprotection by ATP luminescence | AID 1471 | 0.14% of 230,000 active | Potency, µM (highest dose often 56.4 µM), inactives show cytoprotection (ATP increase), most hits filed as activators | PC12 HTT-Q103 induced, cytoprotection, ATP luminescence, 40 h;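 note: potency is the fitted concentration of half-maximal effect; % of control where 0% means no effect; nearly all actives have a fitted effect of over 45% in size; toxic huntingtin expression switched on by the ecdysone agonist tebufenozide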
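Readout: ATPlite luminescence (ATP level). Model: stable PC12, inducible Htt exon1 Q103-GFP. Inducer: tebufenozide, 100 nM final. Compounds: dose series. No G418 in medium.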
HTT aggregate = inhibitors of mutant huntingtin aggregate formation in PC12 cells; PC12 HttQ103-GFP aggregates, Acumen cytometry, 40 h; Potency, µM (series often up to 46.1 µM), for the others: top-dose activity change, negative = inhibition, usual class: inhibitors; 1.1% of 220,000 active; note: potency is the fitted concentration of half-maximal effect; % is set by controls: 0 for no effect and ±100 for the full control effect; nearly all actives have a fitted effect of over 60% in size
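Ecdysone-promoter PC12 model expressing HTT exon 1 Q103 fused to GFP, induced by tebufenozide at 100 nM final. Compounds titrated; aggregates sized 1–25 µm scored on a 488 nm laser cytometer.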
* hit, by the source's call; ? = inconclusive; nt = not tested or not shown; [ ] = dose if it differs, or a comment. Unless noted, calls come from the whole dose curve; as a rule, active = well fitted curve in the direction sought with a large enough effect; inconclusive = small, poorly fitted or top-dose-only effect, or another doubt; inactive = no such curve, though single readings can be large; an effect the other way counts as inactive or inconclusive.

canonical_smiles,IMPase Li inh,HTT aggregate,SMN2 splice enh,HTT ATP protect,Lamin A splicing,CBFb-RUNX1 inh,KinaseGlo FLuc
COc1ccc(CCNC(=O)C23CN(Cc4ccccc4)CC2C(c2cccc([N+](=O)[O-])c2)=NO3)cc1 (stereo not given),-1.9%,6.8%,2.4%,13.4%[10 µM],-3.8%,-16.6%,9.3%
CC(N=C1NS(=O)(=O)c2ccccc21)C(=O)N1CCc2ccccc2C1 (stereo not given),16.1%,-3.4%,10.4%,-24.5%,12.8%[46 µM],2.9%,-1.0%
CCC(C)(C)NC(=O)Cc1ccc(OC)c(OC)c1,8.2%[38.3 µM],4.5%,-3.9%,-16.4%,-6.3%,4.0%,-3.1%
COc1ccc(CNC(=O)C2Cc3ccccc3CN2C(=O)c2ccco2)cc1 (stereo not given),4.6%,1.3%,15.8%,5.7%,nt,2.0%,0.4%
CC(=O)C1=C(O)C(=O)N(Cc2ccco2)C1c1ccc(F)cc1 (stereo not given),-3.5%[38.3 µM],?,-2.5%,18.9%[1.9 µM],2.2%,-1.8%,-2.2%
COC(C[C@H]1O[C@@H]1[C@@H](O)COCc1ccccc1)OC,nt,15.0%[9.22 µM],nt,19.7%[10 µM],nt,14.1%,nt
CCC(=O)OCN1C(=O)C=CC1=O,-2.6%,nt,-8.7%[9.22 µM],-63.0%[inhibitor][10 µM],nt,nt,-5.1%[7.66 µM]
Cc1cccc2cc(C#N)c(SCC(=O)N3CC(=O)Nc4ccccc43)nc12,-7.6%[38.3 µM],?,-26.5%,-84.9%[inhibitor][10 µM],?,-1.4%,-0.8%
COc1cc(C#N)ccc1OCC(=O)Nc1ccc(C)c(S(=O)(=O)N2CCOCC2)c1,-0.5%,-5.2%,-4.2%,-23.8%,-11.7%[46 µM],3.7%,0.1%
Cc1cc(C)c2nc(-c3ccccn3)cc(C(=O)NCc3cc(C)n(C)n3)c2c1,?,22.2%,13.3%,3.0%[10 µM],7.8%[46 µM],-6.7%,-1.7%
O=C(Nc1ccc(-c2csc(Nc3cccc(C(F)(F)F)c3)n2)cc1)c1ccccc1,nt,-12.0%[9.22 µM],nt,16.4%[10 µM],nt,7.9%,nt
Cc1ccc(S(=O)(=O)Nc2nc3n(n2)C(c2ccc(Cl)cc2)CC(=O)N3)cc1 (stereo not given),-0.3%[38.3 µM],14.3%,1.4%,-7.8%,2.9%,3.0%,-5.0%
CC(=O)Nc1ccccc1OCC(=O)NCCc1ccc(Cl)cc1Cl,nt,-3.6%,nt,7.9%[10 µM],?,-3.8%,nt
COCCNC(=S)N/N=C(\C)c1ccccc1F,-10.1%,25.5%,4.2%,-17.1%,?,8.0%,1.7%
CCOC(=O)CN1C(=O)CCSc2ccc(Cl)cc21,4.2%,2.6%,10.6%,-5.3%[10 µM],?,-9.7%,0.8%
O=C(NCCCn1ccnc1)C1CC(c2cccc(Br)c2)=NO1 (stereo not given),17.8%[38.3 µM],-1.8%,12.9%,-2.7%,-5.2%,0.3%,1.6%
COc1ccc(NC(=O)C(OC(=O)c2ccc([N+](=O)[O-])o2)c2ccccc2)cc1Cl (stereo not given),10.9%,8.4%,26.5%,-17.7%[1.9 µM],7.6%,-4.3%,4.4%
O=C(c1cc(C2CC2)on1)N1CCN(C(c2ccccc2)c2ccccc2)CC1,30.0%[38.3 µM],-0.8%,-40.8%[inhibitor],15.8%,-7.0%,10.3%,2.4%
COc1cc(C(=O)NCc2ccc(-c3nc4ccccc4o3)cc2)cc(OC)c1OC,-17.2%[38.3 µM],8.6%,-37.5%[inhibitor],-18.1%,4.0%,9.7%,-7.2%
N/C(Cc1cccc2ccccc12)=N\OC(=O)Cc1cccs1,28.9%,-6.4%,?,-1.3%[0.074 µM],?,0.2%,-9.5%
CCOC(=O)C1=C(O)/C(=C/c2cc(OC)c(O)c(OC)c2)SC1=Nc1ccc(OC)cc1,4.0%,-6.0%,-5.4%,5.7%[10 µM],-12.7%,?,0.1%
CC(C(=O)OCC(=O)Nc1ccc2c(c1)OCO2)N1C(=O)c2ccccc2C1=O (stereo not given),61.4%[activator][38.3 µM],-5.6%,18.8%,-6.4%,6.7%,-5.0%,-11.9%
COc1ccc2c(c1)CC/C2=N\OC(=O)c1ccccc1OC,3.8%,2.0%,-1.3%,25.4%,-2.3%[46 µM],11.3%,-12.7%
Cc1cnc(NC(=O)c2ccc(OCC3CCCO3)cc2)s1 (stereo not given),-6.9%,9.9%,2.24µM*,-168.7%[inhibitor],nt,8.8%,-5.0%
CCn1c(S(=O)(=O)O)nc2ccccc21,nt,2.0%[9.22 µM],nt,7.8%[10 µM],nt,8.7%,nt
O=C(c1ccccc1)c1coc2ccc(O)c(CN3CCOCC3)c12,16.9%[38.3 µM],-1.1%,-19.6%,-1.3%[0.074 µM],-2.4%,-3.7%,2.1%
COc1ccccc1NC(=O)N1CCC(c2nc3ccccc3o2)CC1,2.1%,2.2%,-10.8%,-23.5%,?,6.1%,-1.2%
Cc1ccc(NC(=S)NNC(=S)Nc2ccc(C)cc2C)cc1,16.6%,-13.7%[9.22 µM],-39.0%[inhibitor],-10.3%[10 µM],nt,2.4%,-0.5%
COc1cc2[nH]c(=O)n(Cc3ccc(C(=O)NCCCN4CCN(C)CC4)cc3)c(=O)c2cc1OC,0.2%[38.3 µM],2.2%[9.22 µM],0.8%,-20.6%,2.6%,0.8%,3.2%
Cc1n[nH]c(=O)nc1NCc1ccco1,8.5%[38.3 µM],-1.5%,-5.9%,-24.6%[10 µM],3.9%,3.3%,-2.5%
O=C(Nc1ccc(C#Cc2ccccc2)cc1)C1CC1,-1.6%,-4.9%,3.55µM*,-22.4%[10 µM],?,14.7%,0.9%
CC1(CCc2ccc3c(c2)OCO3)NC(=O)c2ccccc2N1 (stereo not given),-2.7%,-23.8%,-20.1%,4.9%[10 µM],-5.6%,6.5%,1.3%
CCO[P@]1(=O)OC[C@@H]2O[C@H](n3cnc4c(N)ncnc43)[C@H](O)[C@@H]2O1,6.5%,nt,-4.3%[9.22 µM],-12.6%[10 µM],nt,nt,-2.9%[7.66 µM]
CC(C)CNc1nc(N)c([N+](=O)[O-])c(NCC2CCCO2)n1 (stereo not given),11.4%,6.5%,10.4%,-0.2%[10 µM],1.8%,-1.7%,0.1%
CC(C)CCn1cnc2c(NCc3ccccc3)ncnc21,25.0%[38.3 µM],-6.9%,2.5%,-28.4%,7.1%,0.3%,0.0%
CC(C)N(Cc1nc(-c2ccccc2)no1)C(=O)CSc1ccccc1,16.7%[38.3 µM],6.9%,-8.7%,10.5%[0.074 µM],-11.8%,5.0%,-0.2%
N#Cc1nc(-c2ccc(OCc3ccc(Cl)cc3)cc2)oc1NCc1cccnc1,9.4%[38.3 µM],-4.3%,-35.8%[inhibitor],-40.4%[inhibitor],19.4%,-0.7%,-1.2%
O=C1CC(C2CCCO2)C(=O)N1Cc1ccccc1 (stereo not given),13.0%[38.3 µM],-14.4%,-11.1%,4.2%,0.0%,2.6%,9.7%
C=CCOc1nc2c(c(=O)n(C)c(=O)n2C)n1C,22.4%[38.3 µM],-12.4%,-1.7%,-2.7%[10 µM],14.1%,0.0%,-1.7%
O=C(Oc1ccc(/C=N/O)cc1)c1ccccc1Cl,3.1%,6.0%,7.3%,?,nt,1.3%,-0.6%
Cc1noc(N)c1C(=O)Nc1ccc(F)cc1,-1.0%[38.3 µM],16.1%,6.9%,-15.9%,-5.4%,1.2%,4.3%
NC(=O)CC1SC(N)=NC1=O (stereo not given),8.5%[38.3 µM],11.6%,-16.4%,13.5%,6.1%,0.8%,-2.7%
COc1cccc(NC(=O)CSc2nnc(-c3cc(-c4ccccn4)nc4ccccc34)o2)c1,1.0%[38.3 µM],6.4%,4.8%,-22.9%[10 µM],7.5%,3.4%,-1.1%
Cc1ccn2cc(CCNC(=O)C3CC=CCC3C(=O)O)nc2c1 (stereo not given),nt,4.8%[9.22 µM],nt,15.6%[10 µM],nt,13.4%,nt
Cc1cc(O)c(-c2n[nH]c3c2C(c2cccc(O)c2)N(Cc2cccnc2)C3=O)cc1Cl (stereo not given),15.1%[38.3 µM],?,20µM*,0.0%[0.074 µM],-9.6%,1.5%,-5.1%
CC12CCC(C(=O)N(NC(=O)c3cccnc3)C1=O)C2(C)C (stereo not given),-9.0%,12.0%,25.3%,nt,-7.1%,-1.7%,1.4%
Nc1nc2ncc(-c3ccsc3)c(N)n2n1,29.2%,-14.8%,-13.1%,?,nt,10.3%,0.7%
CC(=O)N/N=C(\C)C1COc2ccccc2O1 (stereo not given),nt,20.2%[9.22 µM],nt,0.6%[10 µM],nt,15.2%,nt

Single entries from above:
Under CBFb-RUNX1 inh, C=CCOc1nc2c(c(=O)n(C)c(=O)n2C)n1C is listed with 0.0%
Under SMN2 splice enh, Cc1noc(N)c1C(=O)Nc1ccc(F)cc1 is listed with 6.9%

The results go on.
canonical_smiles,IMPase Li inh,HTT aggregate,SMN2 splice enh,HTT ATP protect,Lamin A splicing,CBFb-RUNX1 inh,KinaseGlo FLuc
CC1CCCN(C(c2ccccc2)c2sc3ncnn3c2O)C1 (stereo not given),-3.9%,-2.8%[9.22 µM],nt,23.8%[10 µM],nt,3.7%,nt
COc1ccc2nc(NC(=O)CCNS(=O)(=O)c3ccc4c(c3)oc(=O)n4C)sc2c1,1.0%[38.3 µM],-12.6%,nt,-4.5%,5.6%,3.7%,0.7%
COc1ccc(-c2nn(-c3ccccc3)cc2/C=N/NC(N)=S)cc1OC,5.3%,19.2%,76.1%,nt,?,?,0.8%
COc1ccccc1NC(=O)Cn1nnc(C(=O)Nc2ccccc2)c1N,-5.7%,-14.0%,-17.9%,-3.6%[10 µM],-9.6%,9.7%,2.4%
Cc1cccc(C)c1[N+](=O)[O-],0.5%,nt,-8.8%,-19.5%,nt,-2.4%[21.7 µM],nt
S=c1[nH]nc(-c2ccco2)n1C1CCCCC1,-1.0%,26.4%,-5.4%,-1.6%[10 µM],-0.8%,3.2%,-1.4%
